pPAFAH inh: pPAFAH (human) enzyme inhibition; Q13093; recombinant pPAFAH, FP-rhodamine probe fluorescence polarization; inhibition, % at 3.39 µM; 330,000 tested, 1.5% active; AID 463082;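 active means inhibition above the mean inhibition across the screen plus 3 SD, cut at about 25% in these data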;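 further: inhibitors block binding of the rhodamine activity-based probe so polarization drops; 0% = enzyme with DMSO and 100% = wells lacking pPAFAH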
PAD4 FP inh: blocks human protein arginine deiminase 4; 330,000 tested, 0.41% active; AID 485272; recombinant PAD4, RCA probe fluorescence polarization; inhibition, % at 6.36 µM;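 active means percent inhibition above a cutoff equal to the mean of all tested compounds plus 3 SD, cut at about 15% in these data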;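 further: 0% = PAD4 with RCA probe and DMSO and 100% = probe without PAD4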
Target sequence (Q9UM07 whole entry, looked up): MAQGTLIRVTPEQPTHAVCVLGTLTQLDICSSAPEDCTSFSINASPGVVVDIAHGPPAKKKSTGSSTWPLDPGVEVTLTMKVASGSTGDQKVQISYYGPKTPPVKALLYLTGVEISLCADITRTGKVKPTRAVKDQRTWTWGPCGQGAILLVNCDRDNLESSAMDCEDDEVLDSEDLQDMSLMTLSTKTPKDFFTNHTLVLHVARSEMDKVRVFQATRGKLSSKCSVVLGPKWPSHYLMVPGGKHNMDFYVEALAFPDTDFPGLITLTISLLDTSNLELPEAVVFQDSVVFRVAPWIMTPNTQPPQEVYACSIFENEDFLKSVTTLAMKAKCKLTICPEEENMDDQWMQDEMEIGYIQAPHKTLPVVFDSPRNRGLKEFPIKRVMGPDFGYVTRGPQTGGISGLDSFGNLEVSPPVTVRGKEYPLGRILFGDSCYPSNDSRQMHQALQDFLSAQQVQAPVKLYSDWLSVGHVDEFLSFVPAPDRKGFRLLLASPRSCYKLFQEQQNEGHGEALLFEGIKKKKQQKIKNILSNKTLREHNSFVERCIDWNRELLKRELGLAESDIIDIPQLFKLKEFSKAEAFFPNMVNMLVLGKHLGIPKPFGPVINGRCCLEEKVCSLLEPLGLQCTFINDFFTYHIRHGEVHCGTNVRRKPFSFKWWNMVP
LYPLA1 counter: LYPLA1 (human) inhibition in PME1 counter-screen; O75608; recombinant LYPLA1, FP-Rh probe fluorescence polarization; inhibition, % at 5.9 µM; 320,000 tested, 0.16% active;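 active means inhibition above the mean of all tested compounds plus 3 SD, set per campaign, cut at about 14% in these data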;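 further: inhibitors block serine hydrolase probe labeling of LYPLA1 so polarization falls; 0% = enzyme with DMSO and 100% = wells lacking LYPLA1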
GSTO1 counter: blocks human GSTO1 in RBBP9 counter-screen; P78417; recombinant GSTO1, activity-based probe fluorescence polarization; inhibition, % at 5.96 µM; 300,000 tested, 1.1% active;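 active means inhibition above the campaign mean inhibition plus 3 SD, cut at about 35% in these data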;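 further: 0% = GSTO1-1 with DMSO and 100% = wells lacking GSTO1-1 enzyme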
PME-1 inh: PME-1 (human) inhibition; inhibition, % at 5.9 µM; AID 2130; 320,000 tested, 0.53% active; Q9Y570; recombinant PME-1, FP-Rh probe fluorescence polarization;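 active means inhibition above the campaign mean of all compounds plus 3 SD, cut at about 26% in these data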;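 further: competitive labeling of PME-1 active site by serine hydrolase directed probe; 0% = PME-1 with DMSO and 100% = wells lacking PME-1 enzyme; inhibitors block probe labeling so polarization falls and inhibition rises; many of its hits are not listed in these tables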
Target sequence (Q9Y570 whole entry, looked up): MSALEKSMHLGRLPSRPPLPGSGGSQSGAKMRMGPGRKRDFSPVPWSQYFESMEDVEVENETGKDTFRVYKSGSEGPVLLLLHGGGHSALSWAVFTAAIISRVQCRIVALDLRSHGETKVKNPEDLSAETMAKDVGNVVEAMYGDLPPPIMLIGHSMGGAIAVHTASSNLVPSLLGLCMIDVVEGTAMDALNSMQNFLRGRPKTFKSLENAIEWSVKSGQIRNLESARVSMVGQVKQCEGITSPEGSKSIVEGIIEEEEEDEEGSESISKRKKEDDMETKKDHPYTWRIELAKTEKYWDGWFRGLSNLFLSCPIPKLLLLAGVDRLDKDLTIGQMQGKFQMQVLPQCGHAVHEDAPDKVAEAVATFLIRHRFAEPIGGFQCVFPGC
PAFAH1B2 inh: PAFAH1B2 (human) inhibition. P68402. recombinant PAFAH1B2, FP-rhodamine activity probe, fluorescence polarization. inhibition, % at 3.39 µM. 340,000 tested, 1.2% active. AID 492953;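 active means inhibition above the mean of all tested compounds plus 3 SD, cut at about 24% in these data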;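 further: 0% = enzyme with DMSO and 100% = wells lacking PAFAH1B2; many of its hits are not listed in these tables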
LYPLA2 counter: blocks human lysophospholipase 2, a PME1 counter-screen. O95372. recombinant LYPLA2, FP-Rh probe fluorescence polarization. inhibition, % at 5.9 µM. 320,000 tested, 0.38% active. AID 2177;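 active means inhibition above the screen-wide mean plus 3 SD, limit set per campaign, cut at about 26% in these data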;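 further: 0% = LYPLA2 with DMSO and 100% = wells lacking LYPLA2 enzyme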
PAFAH2 FP inh: inhibitors of human PAFAH2; Q99487; recombinant PAFAH2, FP-rhodamine activity probe, fluorescence polarization; inhibition, % at 3.39 µM; 340,000 tested, 0.99% active;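 active means inhibition above the mean over all tested compounds plus 3 SD, cut at about 30% in these data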;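 further: inhibitors block probe labeling of enzyme so polarization drops; 0% = enzyme with DMSO and 100% = wells lacking PAFAH2 protein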
PAFAH1B3 FP inh: inhibitors of human PAFAH1B3. recombinant PAFAH1B3, FP-rhodamine probe, fluorescence polarization. AID 492972. inhibition, % at 3.39 µM. 340,000 tested, 0.28% active. Q15102;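 active means inhibition above the screen-wide average of all tested compounds plus 3 SD, cut at about 25% in these data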;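 further: 0% = enzyme with DMSO only and 100% = wells lacking PAFAH1B3 protein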
An asterisk follows results filed as active. A portion of the library. The share of hits here may be higher or lower than overall.

SMILES | pPAFAH inh | PAD4 FP inh | LYPLA1 counter | GSTO1 counter | PME-1 inh | PAFAH1B2 inh | LYPLA2 counter | PAFAH2 FP inh | PAFAH1B3 FP inh
COc1ccccc1NC(=O)Cn1c(=O)n(-c2ccccc2)c(=O)c2oc3ccccc3c21 | 5 | 1 | -2 | 2 | -3 | 5 | -4 | -4 | -1
CC(C)(C)c1ccc(-c2csc(NC(=O)CN3C(=O)NC4(CCCCC4)C3=O)n2)cc1 | 8 | -2 | 5 | -5 | -8 | -7 | 1 | -23 | -23
O=C(Cn1nnc(-c2ccc3c(c2)OCO3)n1)NCc1ccco1 | 1 | -7 | -1 | -4 | -7 | 8 | 3 | 6 | 12
CC(=O)Nc1cccc(/C(C)=N/NC(=O)c2cc(-c3ccncc3)nc3ccccc23)c1 | 3 | 0 | 4 | 8 | 3 | 2 | 2 | 5 | 6
O=C(NCc1ccccc1)C(c1c(F)cccc1Cl)N(C(=O)c1csnn1)C1CC1 (configuration not stated) | 2 | 0 | 0 | -2 | 0 | 4 | 1 | 1 | 7
O=C(Cc1c(F)cccc1Cl)NCC(=O)OCc1ccccc1 | 5 | 1 | 1 | 3 | 3 | 1 | 0 | 1 | 0
CCn1nnnc1SCC(=O)Nc1nc(-c2cccs2)cs1 | 8 | -7 | -9 | 3 | -3 | -1 | -15 | 4 | -2
C=CCN1C(=O)C2(NNc3ccccc3O2)c2ccccc21 (configuration not stated) | 10 | -1 | -5 | 9 | 16 | 6 | -4 | 5 | 1
CCN1CCN(C(=O)C2CCN(c3nnc(-n4c(C)ccc4C)s3)CC2)CC1 | 4 | -5 | -1 | -1 | -2 | 8 | -2 | -3 | 5
COc1ccc2nc(N3CCN(C(=O)c4ccc([N+](=O)[O-])o4)CC3)sc2c1 | 4 | -3 | 2 | 22 | 5 | 3 | 6 | 3 | 1
CCc1nnc(NC(=O)C2CCCN(S(=O)(=O)c3ccccc3)C2)s1 (configuration not stated) | 4 | 1 | 4 | 27 | 1 | 2 | 9 | 8 | 12
COc1ccc(NC(=O)N2CCCC2C(=O)NCc2ccccc2Cl)cc1 (configuration not stated) | -2 | -4 | 1 | 2 | 1 | 6 | 1 | 6 | 6
CCC(=O)Nc1ccc(C(=O)N/N=C/c2ccccc2[N+](=O)[O-])cc1 | 10 | -5 | -5 | -2 | -6 | 1 | 2 | 1 | 6
Cc1ccc(S(=O)(=O)N2CCN(c3ccnc4cc(Cl)ccc34)CC2)cc1C | -2 | 3 | -9 | -8 | -4 | -2 | -6 | 1 | -5
Cc1ccc(-n2ncc3c(N4CCCC(C)C4)ncnc32)c(C)c1 (configuration not stated) | 3 | 4 | 1 | 5 | -1 | 8 | 4 | 0 | 6

Of the compounds above, these have a halogen:
SMILES | pPAFAH inh | PAD4 FP inh | LYPLA1 counter | GSTO1 counter | PME-1 inh | PAFAH1B2 inh | LYPLA2 counter | PAFAH2 FP inh | PAFAH1B3 FP inh
O=C(NCc1ccccc1)C(c1c(F)cccc1Cl)N(C(=O)c1csnn1)C1CC1 (configuration not stated) | 2 | 0 | 0 | -2 | 0 | 4 | 1 | 1 | 7
O=C(Cc1c(F)cccc1Cl)NCC(=O)OCc1ccccc1 | 5 | 1 | 1 | 3 | 3 | 1 | 0 | 1 | 0
COc1ccc(NC(=O)N2CCCC2C(=O)NCc2ccccc2Cl)cc1 (configuration not stated) | -2 | -4 | 1 | 2 | 1 | 6 | 1 | 6 | 6
Cc1ccc(S(=O)(=O)N2CCN(c3ccnc4cc(Cl)ccc34)CC2)cc1C | -2 | 3 | -9 | -8 | -4 | -2 | -6 | 1 | -5

Next structures follow.
SMILES | pPAFAH inh | PAD4 FP inh | LYPLA1 counter | GSTO1 counter | PME-1 inh | PAFAH1B2 inh | LYPLA2 counter | PAFAH2 FP inh | PAFAH1B3 FP inh
CNC(=O)CN(c1ccc(OC)cc1)S(=O)(=O)c1ccc(F)cc1 | 1 | 0 | 0 | 10 | 4 | -6 | 0 | -8 | 2
Cc1ccccc1C(=O)Nc1ccccn1 | 1 | 1 | -1 | 7 | -2 | 0 | -2 | 6 | -6
Cc1cccc(NC(=O)C2CCN(S(=O)(=O)c3c(C)nn(C)c3C)CC2)n1 | 4 | -5 | -4 | 0 | -9 | 0 | -3 | 3 | 7
O=C(NCC1CCCO1)C(c1cccnc1)N(C(=O)Cc1cccs1)c1cccnc1 (configuration not stated) | 3 | 2 | 1 | -2 | 3 | 2 | 0 | 0 | -9
O=C(NCC1CCCO1)c1ccc(CS(=O)(=O)c2ccc(Br)cc2)o1 (configuration not stated) | 3 | -3 | 0 | 2 | 5 | 4 | -3 | -6 | 8
c1ccc(-c2nc(NCCCN3CCOCC3)c3ccccc3n2)cc1 | -5 | -5 | -5 | 6 | 0 | 2 | -2 | 0 | 4
CCOC(=O)CCCCC(=O)c1[nH]c(=O)[nH]c1CSc1nc(-c2ccccc2)c(C#N)c(=O)[nH]1 | 4 | 1 | -2 | -7 | 3 | 5 | -3 | 5 | 13
CS(=O)(=O)c1ccc(Cl)c(NC(=O)CCc2ccccc2)c1 | 9 | -7 | 0 | 5 | -2 | 5 | -2 | 0 | 1
Cc1ccc(SCCN2C(=O)NC(C)(C)C2=O)cc1 | -2 | -5 | -2 | -2 | 2 | 5 | -2 | 7 | 3
O=C(c1cccc(S(=O)(=O)N2CCCC2)c1)N1CCCC(C(F)(F)F)C1 (configuration not stated) | -5 | 0 | 2 | 5 | 0 | 7 | 4 | 2 | 4
Cc1nc(-c2ccccc2)nc2[nH]ccc(=O)c12 | 6 | 1 | -2 | -6 | -3 | 3 | 6 | -9 | 5
Nc1cc(=O)[nH]c(SCC(=O)N2CCN(S(=O)(=O)c3ccc4ccccc4c3)CC2)n1 | 3 | -6 | 0 | 9 | 4 | 3 | -3 | -7 | 3
COc1ccc(S(=O)(=O)/N=C2/C=CC(=O)C(C)=C2C)cc1 | -3 | -5 | -2 | -1 | -4 | 3 | 2 | 3 | 11
Cc1c(N2C(=O)CSC2c2ccccc2)c(=O)n(-c2ccccc2)n1C (configuration not stated) | -1 | 5 | 0 | -6 | 0 | 2 | -3 | 0 | 4
CCCCCCc1cc2cc(S(=O)(=O)c3ccc(F)c(Cl)c3)c(=O)oc2cc1O | 33* | 1 | -3 | -7 | 6 | 1 | 4 | 26 | 3
O=C(CSc1nc2ccc(Cl)cc2[nH]1)c1c[nH]c2ccccc12 | -29 | -9 | -25 | -56 | -41 | -9 | -50 | -25 | -13
CC(=O)c1ccc(NC(=O)C2C3CCC(C3)C2C(=O)O)cc1 (configuration not stated) | 1 | 2 | 1 | 3 | -5 | 1 | 0 | 2 | 8
O=c1c2c([nH]c3ccccc13)CCCC2 | -2 | 0 | -1 | 4 | 6 | 5 | 3 | 2 | 6
C=Cn1c(C(=O)O)ccc1-c1ccc(CC)cc1 | 3 | -8 | -4 | -3 | 0 | 5 | -1 | 5 | 3
O=C1NC(c2ccc(-c3ccccc3[N+](=O)[O-])o2)C(C(=O)c2ccc(Cl)cc2)C(O)(C(F)(F)F)N1 (configuration not stated) | 8 | -10 | -2 | -62 | 1 | 11 | 3 | 1 | 7
CCCCOCC1CN(c2ccccc2)C(=O)CS1 (configuration not stated) | 2 | 0 | -3 | -6 | -1 | 0 | -1 | -19 | 0
C=CCO/N=C(/C)c1ccc(Oc2cnccn2)cc1 | 0 | 0 | 0 | 4 | 1 | 1 | -4 | -5 | -2
CCn1nnc(-c2ccc(N)cc2)n1 | 1 | -8 | 5 | 0 | -3 | 2 | 4 | -3 | 0
COc1ccccc1OCCC(=O)OCCN1C(=O)c2ccccc2C1=O | -5 | 3 | 1 | 8 | -3 | -3 | 3 | 3 | 6
COc1ccnc(CSC(N)=Nc2ccc(F)cc2)c1 | 2 | -5 | 2 | 12 | -1 | 1 | 0 | -2 | 8
O=C(NCC1CCOCC1)c1ccc2nc(Cc3cccc(Cl)c3)oc2c1 | 2 | 3 | 2 | 0 | 5 | -2 | 12 | 6 | 8
CCOC(=O)c1ccccc1NC(=O)Cn1cnc2c(cnn2C(C)(C)C)c1=O | -3 | 3 | -3 | 3 | -4 | 1 | 1 | -1 | 4
CC(CCc1ccccc1)NC(=O)COC(=O)C1=COCCO1 (configuration not stated) | 7 | -1 | 4 | -2 | 5 | 5 | -2 | 23 | 4
CC(=O)N1CCCN(C(=O)c2cc(COc3c(F)cccc3F)on2)CC1 | -1 | 3 | 3 | 7 | 4 | -4 | 10 | 1 | 2
CCOC(=O)c1c(NC(=O)c2noc(C)c2[N+](=O)[O-])sc(C(C)=O)c1C | 3 | -2 | -2 | 1 | 2 | -4 | 4 | -11 | 4
Cc1nn(C)c(C(=O)NNC(=S)NCc2ccco2)c1Br | 3 | 1 | 2 | 8 | 0 | 6 | 1 | -9 | 12
COc1ccc(OCC(=O)N/N=C/C2CC=CCC2)cc1 (configuration not stated) | 10 | 0 | 0 | 0 | 1 | -1 | 4 | 5 | 10
COC(=O)C1=C(CS(=O)(=O)c2ccc(C)cc2)NC(=O)NC1c1ccc(OC)c(OC)c1 (configuration not stated) | -3 | -1 | -3 | 8 | -1 | 1 | -5 | -2 | 7
CCOC(=O)c1ccc(-c2cccc(C(F)(F)F)c2)nc1C | 5 | -1 | 3 | -5 | -1 | 2 | 5 | 4 | 1
CCOc1c(Br)cc(/C=N\NC(=O)c2ccccc2)cc1OC | -2 | 0 | -5 | 0 | -16 | 0 | -3 | 1 | -1
CC(=O)NCCNc1ccc([N+](=O)[O-])cc1C#N | -4 | 2 | -1 | 9 | -1 | -4 | -9 | 3 | 0
O=C(c1ccc([N+](=O)[O-])o1)N1CCN(Cc2ccccc2)CC1 | -1 | -5 | -1 | 9 | -4 | 1 | 3 | -10 | 12
CN(/N=C/c1ccccc1)C(=S)c1ccccc1 | -4 | -4 | -1 | -9 | 6 | -2 | -8 | -3 | 2
Cc1ccc(Oc2ncnc(N)c2[N+](=O)[O-])cc1C | 2 | 2 | -1 | 7 | 1 | 3 | 0 | 8 | 7
Cc1ccc(SCC(=O)Nc2ccc(-c3nnc(-c4ccco4)o3)cc2)cc1 | 2 | 1 | 3 | -2 | -8 | -17 | 11 | 5 | 3
O=C(C1=C[C@H](c2csc3ccccc23)C[C@H](OCCCCO)O1)N1CCOCC1 | -3 | 2 | -4 | 0 | 3 | 2 | 4 | 9 | 2
O=C(O)C[C@H]1c2ccccc2S(=O)(=O)N1C1CCCC1 | -1 | 1 | -1 | -3 | 2 | -6 | 4 | -9 | -7
COc1cc(NC(=O)c2noc(C)c2[N+](=O)[O-])c(OC)cc1Cl | 0 | 3 | -1 | 26 | -3 | 0 | 18 | 2 | 8
C=CCOc1ccc(CNn2cn[nH]c2=S)cc1OCC | 1 | 3 | 3 | -2 | 1 | 3 | 6 | -9 | 7
O=C(NCCCn1ccnc1)c1c(F)cccc1F | 7 | -4 | 3 | 2 | 4 | 4 | 2 | 2 | 5
CCc1ccc(Cn2nnc(C(=O)Nc3ccc(OC)cc3OC)c2N)cc1 | 0 | 2 | -1 | 8 | -6 | 5 | -5 | -4 | 0
Cc1ccn2cc(-c3cccc(S(=O)(=O)N4CC(C)OC(C)C4)c3)nc2c1 (configuration not stated) | 5 | -2 | -1 | 1 | -2 | -2 | 0 | -1 | 7
CCN(CC)C(=O)CSc1nc2ccsc2c(=O)n1CCCC(=O)NCCc1ccc(S(N)(=O)=O)cc1 | -2 | -2 | 4 | 2 | 4 | 8 | 7 | 7 | 1
CN(CC(=O)N1CCN(c2ccccc2)CC1)S(=O)(=O)c1cnc[nH]1 | 0 | 1 | 0 | 4 | -3 | 1 | -1 | -1 | 7
